Screens from PubChem BioAssay.
FBW7 activator: activators of human E3 ligase FBW7. 650,000 compounds, 0.13% hits. AlphaScreen FBW7–phospho-cyclin E peptide binding, activator screen. AID 1259310. Q969H0. normalized activity (activation), % at 26.1 µM; in the data active means normalized activity above about 1.9%;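 further: purified mutant Fbw7 with reduced substrate affinity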
Target sequence (Q969H0 whole entry, looked up): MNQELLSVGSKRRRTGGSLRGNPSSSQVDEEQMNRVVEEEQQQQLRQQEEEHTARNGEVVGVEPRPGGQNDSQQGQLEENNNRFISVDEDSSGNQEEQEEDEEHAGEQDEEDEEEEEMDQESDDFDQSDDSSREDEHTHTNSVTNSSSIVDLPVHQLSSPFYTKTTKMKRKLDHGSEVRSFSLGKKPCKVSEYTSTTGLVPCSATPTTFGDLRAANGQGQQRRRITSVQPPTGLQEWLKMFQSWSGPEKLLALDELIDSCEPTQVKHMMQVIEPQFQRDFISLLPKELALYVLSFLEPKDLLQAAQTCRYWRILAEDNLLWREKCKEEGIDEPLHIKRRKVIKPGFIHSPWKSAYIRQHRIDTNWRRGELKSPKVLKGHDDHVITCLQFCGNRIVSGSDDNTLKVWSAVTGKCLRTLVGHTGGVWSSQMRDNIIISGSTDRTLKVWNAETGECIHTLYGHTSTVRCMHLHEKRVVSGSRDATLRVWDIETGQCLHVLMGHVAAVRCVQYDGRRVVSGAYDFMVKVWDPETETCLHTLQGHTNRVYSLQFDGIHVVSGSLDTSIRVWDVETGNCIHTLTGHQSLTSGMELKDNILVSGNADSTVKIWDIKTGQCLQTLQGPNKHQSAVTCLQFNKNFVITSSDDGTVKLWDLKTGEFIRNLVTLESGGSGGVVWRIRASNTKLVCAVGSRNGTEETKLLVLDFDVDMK
GPR151 activ: activators of human GPR151; Q8TDV0; PathHunter beta-arrestin GPR151 cells, luminescence; activation, % at 11.2 µM; 650,000 compounds, 1% hits; AID 1508602; in the data active means activation above about 4.9%;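 further: 0% = median of compound wells and 100% = cells with positive control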
Target sequence (Q8TDV0 whole entry, looked up): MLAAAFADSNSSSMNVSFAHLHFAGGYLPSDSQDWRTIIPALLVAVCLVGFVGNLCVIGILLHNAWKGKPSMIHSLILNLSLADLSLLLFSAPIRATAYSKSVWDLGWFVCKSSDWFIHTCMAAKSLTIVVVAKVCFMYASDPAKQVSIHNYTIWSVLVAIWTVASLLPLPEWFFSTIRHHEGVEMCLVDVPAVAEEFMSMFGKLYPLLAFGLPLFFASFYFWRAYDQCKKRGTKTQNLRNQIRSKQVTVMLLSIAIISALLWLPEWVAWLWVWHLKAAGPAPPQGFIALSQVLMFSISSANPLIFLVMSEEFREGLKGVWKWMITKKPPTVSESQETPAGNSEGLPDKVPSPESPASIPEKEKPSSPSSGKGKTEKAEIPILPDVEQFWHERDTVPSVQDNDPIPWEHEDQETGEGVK
TEAD-YAP inh: TEAD-YAP interaction inhibition | HEK-TIYL cells, TEAD-Gal4/YAP UAS-luciferase luminescence | inhibition, % at 9.12 µM | 640,000 compounds, 1.4% hits | AID 1259422; in the data active means inhibition above about 32%;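 further: 0% = median of test compound wells and 100% = reference inhibitor wells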
MITF inh: inhibitors of human MITF; O75030; AlphaScreen MITF homodimerization, bead proximity signal; inhibition, % at 2.6 µM; 650,000 compounds, 0.91% hits; AID 1259374; in the data active means inhibition above about 50%;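 further: 0% = vehicle wells with protein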
Starred values were filed as active, the others as inactive. Hits appear at their usual frequency (roughly 3.5% active in at least one column).

SMILES	FBW7 activator	GPR151 activ	TEAD-YAP inh	MITF inh
Cc1ccc(C2=NS(=O)(=O)N(C)C(C(=O)NC(C)C)=C2)cc1	0.4	0.2	6	9
COc1ccccc1Cn1cnc2cccnc21	0.1	0.6	-4	-6
O=C1CSC(c2ccc(Cl)cc2Cl)N1c1ccc(Oc2ccc(Cl)cc2)cc1 (stereo not drawn)	-0.3	-0.9	5	11
COc1cc2nc(N3CCOCC3)nc(Nc3ccc(Oc4ccccc4)cc3)c2cc1OC	0.1	0.0	-2	23
CCc1ccc(CN2CCc3nnc(C(NC(=O)c4ccoc4)C(C)C)n3CC2)cc1 (stereo not drawn)	0.0	-1.8	11	-7
Cc1cc(Cl)ccc1OCC(=O)Nc1nncs1	0.1	-1.0	-33	11
COC(=O)c1cnc(N(C)C2CCCCC2)c2ccccc12	0.2	0.8	7	-8
Cc1ccc(S(=O)(=O)N2CCN(S(C)(=O)=O)CC2)cc1	0.0	-1.2	20	0
O=S(=O)(Nc1ccc(Cl)cn1)c1ccc(-c2ccccc2)cc1	-0.2	0.6	1	-12
N#C/C(=C/Nc1ccccc1[N+](=O)[O-])c1nc(-c2cccc([N+](=O)[O-])c2)cs1	0.0	0.4	7	-1
Cn1cc(C(=O)O)c(=O)c2cc(S(=O)(=O)N3CCOCC3)ccc21	-0.2	1.1	-6	27
O=C(c1ccc(Br)s1)N1CCC[C@H]1[C@H](O)c1nc2ccccc2s1	-0.1	-0.2	5	-1
CCCCOc1ccc(-c2nc(C=Nc3cccc(Cl)c3C)c(O)o2)cc1	-0.1	-1.0	10	5
Cc1cc(C)c(Cn2c(C)c(CNCc3ccccc3)c(C(=O)O)c2C)c(C)c1	0.1	-0.5	4	18
CCOC(=O)N/N=C(\C)c1ccc(C)c(C)c1	-0.1	-0.5	-23	8
CCCCc1nc2ccccc2c(=O)n1NC(=O)c1c(O)c2cccc3c2n(c1=O)CCC3	0.1	-0.4	1	18
COc1ccc(CN2CCc3c(nc(C)[nH]c3=O)C2)cc1CO	-0.3	0.7	-6	0
N#Cc1c(NC(=O)CN2CCCCCC2)sc2c1CCCCC2	0.3	0.7	-15	11
CCCN(CCC)c1nc(Cl)nc(Cl)n1	0.4	0.2	3	17
COc1ccc(-c2ncc(CN3CCN(C4CCCC4)C(CCO)C3)cn2)cc1 (stereo not drawn)	-0.1	-0.2	-3	4

3 of the compounds above, as a markdown table:
| canonical_smiles | FBW7 activator | GPR151 activ | TEAD-YAP inh | MITF inh |
| --- | --- | --- | --- | --- |
| CCCN(CCC)c1nc(Cl)nc(Cl)n1 | 0.4 | 0.2 | 3 | 17 |
| COc1ccc(CN2CCc3c(nc(C)[nH]c3=O)C2)cc1CO | -0.3 | 0.7 | -6 | 0 |
| COc1ccc(-c2ncc(CN3CCN(C4CCCC4)C(CCO)C3)cn2)cc1 (stereo not drawn) | -0.1 | -0.2 | -3 | 4 |

(continued)
SMILES	FBW7 activator	GPR151 activ	TEAD-YAP inh	MITF inh
COc1ccccc1N1C(=O)CS/C1=C(/C#N)C(=O)NCc1ccco1	-0.5	0.3	4	2
COc1ccc(C(=O)O/N=C(\N)c2ccccn2)cc1[N+](=O)[O-]	0.0	-0.5	-29	-12
c1ccc2c(-c3nc4ccccc4o3)cccc2c1	0.3	1.7	-7	-7
CCOC(=O)C(=O)Nc1ccccc1C(N)=O	-0.1	-1.4	5	8
CSCCC(NC(=O)/C(=C/c1ccccc1)NC(=O)c1ccc(Br)o1)C(=O)O (stereo not drawn)	0.1	2.4	1	12
O=C(c1ccccc1)N1CC(COc2ccccc2)OC(c2ccc([N+](=O)[O-])cc2)O1 (stereo not drawn)	0.0	-0.4	8	-2
COc1cc2c(cc1NC(=O)CN(C)S(=O)(=O)c1ccccc1)oc1ccccc12	0.0	-0.9	-17	5
CCOC(=O)C1(Cc2cccc(Cl)c2)CCCN(C(=O)c2cnn3cccnc23)C1 (stereo not drawn)	0.1	0.7	0	6
Nc1nnc(SCc2nc3ccccc3s2)s1	0.3	-1.3	-33	-10
COc1ccc(CN2CCN(c3cc(C)c(C#N)c4nc5ccccc5n34)CC2)cc1F	0.1	-0.6	6	12
CN1/C(=C\C=N\NC(N)=S)C(C)(C)c2ccccc21	-0.5	0.7	18	15
S=C(NNc1nc(Nc2ccccc2)nc(N2CCCCC2)n1)NC1CCCCC1	-0.2	1.0	-3	8
O=[N+]([O-])c1cccc(S(=O)(=O)N2CCN(c3ccc([N+](=O)[O-])c(NC4CC4)c3)CC2)c1	-0.1	0.2	1	-5
Cc1cc(NC(=O)CSc2nnc3c(n2)-c2cccc4cccc-3c24)no1	0.0	0.5	-8	10
COc1ccc(C2N(C(C)=O)CCN2S(=O)(=O)c2ccc(C)cc2)cc1 (stereo not drawn)	-0.1	-1.2	-4	-10
COc1ccc(NC(=O)c2sc3nc4cc(C)ccc4cc3c2N)c([N+](=O)[O-])c1	0.2	-0.4	6	0
CC(C)(C)C(=O)/C=C(/N)c1ccccn1	0.0	0.4	-7	-15
COc1ccc(N2CCN(C(=O)COc3ccc(Br)cc3)CC2)cc1	-0.1	0.1	-5	18
O=C(CSc1n[nH]c(-c2ccc(Cl)cc2)n1)NC1CC2CCC1C2 (stereo not drawn)	0.0	0.7	8	13
CC(C)OC(=O)c1c(NC(=O)c2ccccc2Br)sc2c1CCCC2	0.1	3.1	-5	3
CN1CCC(NC(=O)Cc2ccc(Br)cc2)CC1	0.2	3.6	-7	-13
O=C(CSc1nc(=O)n(CCCO)c2c1CCC2)N1CCc2ccccc21	0.7	0.6	-4	14
CC(C)c1cc(CNC(=O)CC2C(=O)NCCN2CC2CCCCC2)on1 (stereo not drawn)	-0.1	-0.8	-31	7
Cc1csc(=O)n1CC(=O)OCc1cccc2ccccc12	0.1	0.6	-17	9
O=C(NCCO)C1=Cc2ccccc2OC1	0.4	0.0	-4	6
CCc1cc2c(=O)c(-c3nc4ccccc4n3C)coc2c(CN(C)C)c1O	0.8	0.5	8	16
COc1ccc(-c2cc(C(=O)Nc3cccc4ccccc34)c3ccccc3n2)cc1	0.0	1.3	-9	-5
O=C(Cn1cc(NC(=O)CCOc2ccccc2)cn1)NCCCn1nnc2ccccc21	0.9	-2.2	12	14
COc1ccc(/C=N/NC(=O)C(=O)N2CCCCCC2)cc1	0.2	0.2	-1	2
CCC(C)(C)C1CCc2c(sc(NC(=O)c3ccoc3C)c2C(N)=O)C1 (stereo not drawn)	-0.1	3.3	-2	6
Cc1ccc(CC(=O)OCCNC(=O)c2cccnc2)cc1	0.0	3.7	11	3
CCCC1=C(C(=O)OCC)C(c2ccc([N+](=O)[O-])cc2)NC(=O)N1 (stereo not drawn)	0.1	-0.4	2	0
CC(=O)N1CC(=O)N=C1SCC(=O)Nc1nc2c(s1)CCCC2	-0.1	0.5	-7	4
Cc1ccc(OCC(=O)Nc2ccc(CN3CCOCC3)cc2)c(C)c1	0.0	-0.6	9	-6
CC1(C)OCC(CNC(=O)c2c(C(F)(F)F)nc3ccccn23)O1 (stereo not drawn)	-0.2	1.9	19	9
O=C(Cn1cnc2ccccc2c1=O)NCCOc1cccc2cccnc12	0.4	-0.6	-4	8
COCCOC(=O)C1=C(C)NC2=C(C(=O)CC(c3ccccc3)C2)C1c1cc(OC)ccc1OC (stereo not drawn)	0.3	0.9	8	3
COc1ccc(N(CC(=O)Nc2c(C)n(C)n(-c3ccccc3)c2=O)S(C)(=O)=O)cc1	0.1	1.4	2	0
O=C(/C=C/c1cccc([N+](=O)[O-])c1)Nc1ccc(O)cc1C(=O)O	0.0	-1.7	-1	32
CC(=O)Nc1ccc(NC(=O)CSc2ncnc3c2cnn3-c2ccc(C)cc2C)cc1	-0.2	5.2*	10	3

Some entries already given, reduced to FBW7 activator and MITF inh:
compound	FBW7 activator	MITF inh
CCCC1=C(C(=O)OCC)C(c2ccc([N+](=O)[O-])cc2)NC(=O)N1 (stereo not drawn)	0.1	0
O=C(c1ccccc1)N1CC(COc2ccccc2)OC(c2ccc([N+](=O)[O-])cc2)O1 (stereo not drawn)	0.0	-2
COc1cc2nc(N3CCOCC3)nc(Nc3ccc(Oc4ccccc4)cc3)c2cc1OC	0.1	23
CC1(C)OCC(CNC(=O)c2c(C(F)(F)F)nc3ccccn23)O1 (stereo not drawn)	-0.2	9

Continued:
SMILES	FBW7 activator	GPR151 activ	TEAD-YAP inh	MITF inh
CC(=O)Nc1ccc(CN2CCC3(CC2)CC3C(=O)NCc2cccs2)cc1 (stereo not drawn)	0.0	-0.4	-10	0
CCC(C)Nc1nc2c(c(=O)n(C)c(=O)n2C)n1Cc1cccc(C)c1 (stereo not drawn)	0.1	-0.1	2	9
CCOC(=O)C(C)Sc1nc(-c2ccccc2)cc(-c2ccc(OC)cc2)c1C#N (stereo not drawn)	0.0	-0.5	1	2
N#CC(C#N)=C(N)/C(C#N)=C(/C=C/c1cccs1)C1CC1	0.0	-1.4	-7	-11
COc1cc2cc(C#N)c(SCC(=O)OC(C)C)nc2cc1OC	0.7	-0.1	-5	3
Cc1nc2cc(C(=O)O)ccc2n1Cc1ccccc1	0.0	0.5	-4	-2
O=C(CN1C(=O)c2ccccc2C1=O)NC1CCCCC1	-0.2	0.8	-1	53*
COc1ccc(C)cc1S(=O)(=O)NCC1(c2cccs2)CCCC1	0.3	0.0	3	19
O=C(NCC(F)(F)F)C(c1ccccc1)c1ccccc1	0.3	0.7	2	7
O=C(CC1(O)C(=O)Nc2ccc(Br)cc21)c1ccc2c3c(cccc13)CC2 (stereo not drawn)	0.1	0.9	7	6
CC(C)N(CCNc1cc(Nc2cnccn2)ncn1)C(C)C	0.0	-0.9	-1	1
CCOc1ccc(N(CC(=O)N(C)C)S(=O)(=O)c2ccc(F)cc2)cc1	0.0	1.0	0	5
CC(C)CNC(=O)c1c(O)c2c([nH]c1=O)CCCC2	0.0	-0.5	-19	0
O=C(Nc1nc(-c2cc3ccccc3o2)cs1)c1ccc(F)cc1	-0.1	-0.7	-4	-23
C/C(=N\NC(=O)CCc1ccccc1)c1ccc(F)cc1	0.0	-0.1	3	-13
O=C(NCC(c1cccnc1)N1CCN(c2ccccc2)CC1)c1ccccc1F (stereo not drawn)	0.6	-0.2	18	3
COc1ccc(OC)c(/C=C2/C(=O)NC(=O)N(Cc3ccc(F)cc3)C2=O)c1	-0.8	-1.0	8	17
COc1ccc(NC(=O)c2cc3cc(Br)cc(OC)c3oc2=O)cc1OC	-0.1	1.0	11	2
CCOc1ccc(NC(=O)CSc2nc3ccccc3c(=O)n2C2CCCC2)cc1	-0.1	-0.2	-11	-6
Nc1nc(SCC(=O)Nc2ccccc2C(F)(F)F)n[nH]1	-0.2	0.8	2	-14
Cc1ccccc1-c1ncc(CN2CCN(C3CCCCC3)C(CCO)C2)cn1 (stereo not drawn)	0.1	-1.3	8	-5
COCCNc1cc(=O)n(C)c(=O)n1Cc1ccccc1Br	-0.1	1.5	11	-11
COC(=O)C1=CN(Cc2ccc(C)cc2)C=C(C(=O)OC)C1c1cc(OC)c(OC)c(OC)c1	0.6	-1.2	1	-2
NC(=O)C1CCN(C(=O)NCc2noc3ccccc23)CC1	-0.2	1.3	-4	-1
O=C(COC(=O)c1ccccc1I)NC12CC3CC(CC(C3)C1)C2	0.0	0.1	5	-8
CCOC(=O)c1ccc(NC(=O)c2ccc(N3C(=O)c4ccccc4C3=O)cc2)cc1	0.3	-0.3	-2	7
CC(C)OCCCNCC(O)COc1ccc(C(=O)c2ccccc2)cc1 (stereo not drawn)	0.0	-0.9	14	17
Cc1nc(Nc2ccc(C)c(C)c2)c2c3c(sc2n1)CCCC3	0.0	-0.7	-9	-7
Brc1ccc(-n2cc(-c3ccccc3)c3c(N4CCC(Cc5ccccc5)CC4)ncnc32)cc1	0.0	-0.8	1	0
Cc1cc2ncn(C(=O)c3c(-c4c(Cl)cccc4Cl)noc3C)c2cc1C	2.4*	0.0	-10	9

Reformatted as labelled records: 3 of the compounds above
Brc1ccc(-n2cc(-c3ccccc3)c3c(N4CCC(Cc5ccccc5)CC4)ncnc32)cc1
  FBW7 activator: 0.0
  GPR151 activ: -0.8
  TEAD-YAP inh: 1
  MITF inh: 0

COC(=O)C1=CN(Cc2ccc(C)cc2)C=C(C(=O)OC)C1c1cc(OC)c(OC)c(OC)c1
  FBW7 activator: 0.6
  GPR151 activ: -1.2
  TEAD-YAP inh: 1
  MITF inh: -2

Cc1ccccc1-c1ncc(CN2CCN(C3CCCCC3)C(CCO)C2)cn1 (stereo not drawn)
  FBW7 activator: 0.1
  GPR151 activ: -1.3
  TEAD-YAP inh: 8
  MITF inh: -5

Next records
SMILES	FBW7 activator	GPR151 activ	TEAD-YAP inh	MITF inh
CCOC(=O)C1=CN(c2ccc(C)cc2)C=C(C(=O)OCC)C1c1cc(Br)ccc1OC	0.1	0.5	-4	-5
COc1ccc(-c2cc(C#N)nc(N3CCNCC3)n2)cc1	0.0	2.1	13	0
COc1ccc(NC(=O)NCc2ccc(C(=O)O)cc2)c(OC)c1	0.1	0.4	7	19
COc1ccc(CN2C(=O)[C@H]3CCCN3C(=O)c3ccccc32)cc1	0.0	0.1	2	12
COc1ccc(/C(C)=N/NC(=O)Cc2ccccc2)c(OC)c1	0.6	-0.1	-16	-5
COc1ccc(OC)c(/C(O)=C/C(=O)C(=O)Nc2cccc(Cl)c2C)c1	-0.1	-0.1	4	30
O=C(O)CCCCCN=Cc1c(O)c2ccccc2oc1=O	-0.1	0.2	5	3
O=C(Nc1ccccc1C(=O)NC(Cc1ccccc1)C(=O)NNC(=O)c1ccco1)c1ccccc1 (stereo not drawn)	0.1	1.3	9	1
CCOC(=O)N1CCC(NS(=O)(=O)c2ccc3[nH]c4c(c3c2)CCCC4)CC1	0.0	-1.0	57*	9
O=C(NCCc1cscn1)c1cc(COc2c(F)cccc2F)on1	-0.1	1.2	7	15
